From PubChem BioAssay
CHRM5 agonist: agonists of human muscarinic M5 receptor (CHRM5). activation, % at 3 µM. 360,000 tested, 0.19% active. CHO-K1 hM5 cells, Fluo-8 calcium fluorescence; 0% DMSO wells, 100% maximal acetylcholine response. AID 624037;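 active = activation above the run's mean over test compounds plus 3 SD, cut at about 23% in these data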;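 also: signal is peak over basal fluorescence ratio across the kinetic read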
Target sequence (P08912 whole entry, looked up): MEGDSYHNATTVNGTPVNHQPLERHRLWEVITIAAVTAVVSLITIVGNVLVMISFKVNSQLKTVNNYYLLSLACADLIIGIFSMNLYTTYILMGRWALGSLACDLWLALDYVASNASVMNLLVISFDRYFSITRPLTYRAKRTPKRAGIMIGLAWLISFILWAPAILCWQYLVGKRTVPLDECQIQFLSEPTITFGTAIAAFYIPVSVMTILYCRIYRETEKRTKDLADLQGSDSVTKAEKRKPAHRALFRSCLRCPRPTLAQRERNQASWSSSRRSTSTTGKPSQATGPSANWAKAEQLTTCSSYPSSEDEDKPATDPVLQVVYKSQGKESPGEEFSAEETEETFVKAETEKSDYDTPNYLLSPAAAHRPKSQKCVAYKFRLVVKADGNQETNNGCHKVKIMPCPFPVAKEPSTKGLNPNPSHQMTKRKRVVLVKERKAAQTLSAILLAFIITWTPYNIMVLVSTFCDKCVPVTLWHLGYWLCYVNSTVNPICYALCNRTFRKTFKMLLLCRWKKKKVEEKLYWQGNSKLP
CHRM5 antagonist: antagonists of human muscarinic M5 receptor (CHRM5); CHO-hM5 cells, Fluo-8 calcium fluorescence, ACh EC80; inhibition, % at 3 µM; 360,000 tested, 0.59% active;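 active = inhibition above a per-plate cutoff, the mean of that plate's test compounds plus 3 SD, cut at about 27% in these data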;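 also: 0% = acetylcholine EC80 with DMSO and 100% = DMSO without agonist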
M4 ag: CHRM4 agonism in calcium assay. CHO-K1 hM4/Gqi5, Fluo-8 calcium fluorescence; vehicle 0%, full acetylcholine response 100%. P08173. activation, % at 3 µM. 360,000 tested, 0.14% active;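 active = activation above the run mean over all test wells plus 3 SD, cut at about 32% in these data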;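 also: peak over basal fluorescence ratio per well then scaled between controls; 0% = DMSO wells and 100% = acetylcholine at EC100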
Target sequence (P08173 whole entry, looked up): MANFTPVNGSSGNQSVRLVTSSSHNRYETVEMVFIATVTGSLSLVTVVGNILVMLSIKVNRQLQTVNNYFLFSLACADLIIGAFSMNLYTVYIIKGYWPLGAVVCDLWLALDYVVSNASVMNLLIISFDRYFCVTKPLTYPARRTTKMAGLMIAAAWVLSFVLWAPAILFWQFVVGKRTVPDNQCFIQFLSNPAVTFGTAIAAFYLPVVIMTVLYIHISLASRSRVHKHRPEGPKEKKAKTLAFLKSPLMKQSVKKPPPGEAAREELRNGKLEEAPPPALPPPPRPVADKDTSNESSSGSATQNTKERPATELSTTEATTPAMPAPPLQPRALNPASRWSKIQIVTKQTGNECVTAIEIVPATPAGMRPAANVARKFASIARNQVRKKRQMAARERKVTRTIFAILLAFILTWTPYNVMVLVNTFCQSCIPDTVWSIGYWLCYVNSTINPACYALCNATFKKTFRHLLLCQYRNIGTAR
M1 PAM parental: M1 PAM counterscreen hit in parental CHO-K1 cells. 360,000 tested, 0.02% active. AID 602247. activation, % at 3 µM. ATP EC20, Fluo-8 calcium fluorescence; 0% at ATP EC20, 100% at ATP max;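 active = activation above the run cutoff, the mean activation of all test compounds plus 3 SD, cut at about 40% in these data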;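 also: peak over basal fluorescence ratio in a 140 s read after ATP addition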
CHRM4 PAM: positive allosteric modulators of human muscarinic M4 receptor; P08173; CHO-K1 hM4/Gqi5, Fluo-8 calcium fluorescence, ACh EC20; 0% = ACh EC20, 100% = maximal ACh; activation, % at 3 µM; 360,000 tested, 0.4% active;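 active = activation above its plate's cutoff, the mean activation of sample wells plus 3 SD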; also: some results filed as inactive read as strong as hits
CHO-K1 Ca antag: nonselective inhibitor or artifact in parental CHO-K1 cells. ATP-induced calcium, Fluo-8 fluorescence. inhibition, % at 3 µM. 360,000 tested, 0.6% active;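 active = inhibition above a per-plate cutoff, the plate's mean sample inhibition plus 3 SD, cut at about 24% in these data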;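 also: 0% = DMSO plus EC80 ATP and 100% = DMSO alone without ATP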
CHO-K1 Ca ag: M1 agonist counterscreen hit in parental CHO-K1 cells | AID 602248 | activation, % at 3 µM | Fluo-8 calcium fluorescence; scaled to maximal ATP response, vehicle zero | 360,000 tested, 0.48% active; in the data active = activation above about 15%;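 also: untransfected CHO-K1 host cells lacking M1 receptor as counterscreen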
CHRM4 antagonist: CHRM4 antagonism in calcium assay | 360,000 tested, 0.73% active | AID 624125 | P08173 | inhibition, % at 3 µM | CHO-hM4 cells, ACh EC80, Fluo-8 calcium fluorescence;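 active = inhibition above its plate's cutoff, the mean inhibition of sample wells plus 3 SD, cut at about 27% in these data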;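 also: 0% = acetylcholine EC80 with DMSO and 100% = DMSO without agonist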
CHRM5 PAM: potentiates acetylcholine response at human M5 receptor; CHO-K1 hM5, Fluo-8 calcium, ACh EC20 PAM; 0% = ACh EC20, 100% = ACh EC100; activation, % at 3 µM; 360,000 tested, 0.3% active;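 active = activation above the run cutoff, the mean activation of all test compounds plus 3 SD, cut at about 18% in these data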
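Replicates: One well per compound, no replicates | System: Human M5 receptor in CHO-K1 cells | Benchmarks: Low control EC20 acetylcholine (0%), high control EC100 acetylcholine (100%) | Probe or stimulus: Acetylcholine, EC20 level | Times: Fluo-8 loading 80 min at 37 °C plus 30 min room temperature | Signal: Intracellular calcium via Fluo-8 fluorescence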
Numbers without * were called inactive; . = no result given.

SMILES | CHRM5 agonist | CHRM5 antagonist | M4 ag | M1 PAM parental | CHRM4 PAM | CHO-K1 Ca antag | CHO-K1 Ca ag | CHRM4 antagonist | CHRM5 PAM
Cc1ccc(CSc2ccc(-c3cccs3)nn2)cc1 | -2 | 1 | -1 | 25 | -1 | -9 | 0.9 | 13 | 1
CCOC(=O)c1ccc(NC(=S)Nc2cccc(N)n2)cc1 | 6 | -15 | 2 | 10 | -7 | -1 | 1.5 | -2 | 0
O=C(Cc1cccs1)N1CCN(c2ccccn2)CC1 | -2 | 0 | 2 | 0 | 19 | 13 | 0.2 | -10 | -2
CC(C)c1cccc(C2=CC(=O)C[C@H](c3ccc(F)cc3)C2)c1 | -1 | 15 | 0 | 7 | -5 | -10 | -0.2 | 8 | -12
CCS(=O)(=O)N1CCC(NC(=O)C(Cc2cccc(OC)c2OC)NC(C)=O)CC1 (stereo unspecified) | 6 | -13 | 1 | 30 | 18* | -17 | 0.9 | -18 | 3
CC(=O)c1ccc2c(c1)C1C=CCC1C(c1cc3c(cc1Br)OCO3)N2 (stereo unspecified) | -1 | 12 | 2 | 8 | 8 | -3 | 0.6 | -6 | -15
CCCCNC(=O)CSc1nc2ccccc2c(=O)n1C1CCCC1 | 4 | -7 | -3 | 2 | 2 | 9 | -0.3 | -1 | 0
COC(=O)c1cnc(NNC(=O)c2ccc([N+](=O)[O-])cc2)nc1C(F)(F)F | 0 | 8 | 3 | -18 | -14 | 3 | 1.2 | -9 | -6
CS(=O)(=O)N1CCN(C(=S)NCc2ccc(F)cc2)CC1 | -2 | 6 | 0 | 18 | 7 | -9 | 0.2 | 5 | 1
CCCN(C(=O)/C=C/c1nc2ccccc2s1)C1CCS(=O)(=O)C1 (stereo unspecified) | 1 | 6 | 5 | 14 | 0 | -11 | 1.9 | -5 | 4
COc1nc(-c2ccc(Cl)cc2)ccc1-c1noc(-c2ccco2)n1 | -7 | 4 | -1 | 11 | 3 | -22 | 0.9 | 2 | 5
CCOC(=O)c1c(-c2ccccc2)csc1NC(=O)c1ccc(N2C(=O)CCC2=O)cc1 | -2 | 1 | 0 | -13 | -3 | 25* | -0.2 | 2 | -1
COc1ccc(CNc2nc3ccccc3n2CCN2CCOCC2)cc1 | -6 | 2 | 1 | 12 | 0 | 0 | 0.6 | 5 | -1
CC1CC1C(=O)OCC(=O)NC(=O)NCc1ccco1 (stereo unspecified) | -1 | 3 | 0 | 21 | 5 | -21 | 0.3 | -4 | -4
COc1ccccc1N=Nc1c(C)[nH]n(-c2ccccc2)c1=O | -4 | 3 | 1 | -12 | 1 | 6 | 0.3 | -1 | 1
O=C(CSCc1ccc(Br)cc1)Nc1ccc(S(=O)(=O)N2CCOCC2)cc1 | 4 | 0 | 8 | 0 | -1 | 3 | 3.6 | -3 | -9
COc1cc2c(cc1NC(=O)CSc1nccn1C)oc1ccccc12 | -4 | -7 | 1 | 17 | -8 | -6 | 0.9 | 3 | 8
CCCCn1c(SCC(=O)NC2CCS(=O)(=O)C2)nc2ccccc2c1=O (stereo unspecified) | -3 | 3 | 1 | 2 | 2 | -8 | 1.0 | 5 | -1
COc1ccccc1N1CCN(C2CCCC(C)C2)CC1 (stereo unspecified) | -4 | 0 | 1 | 20 | 4 | -20 | 0.1 | 0 | 2
CCOc1ccccc1-n1c(SCC(=O)N2CCOCC2)nnc1-c1ccccn1 | -4 | 4 | 3 | 2 | 0 | 4 | 0.7 | -1 | 3
Cc1cc(C)cc(NC(=O)CSc2nc3ccccc3nc2N2CCCC2)c1 | 1 | -6 | 1 | 16 | 12 | -8 | 0.1 | -12 | 2
CC(C)(C)C(=O)N1CCN(c2ccc(Cl)cc2[N+](=O)[O-])CC1 | 0 | 2 | 3 | 3 | 10 | 10 | 0.3 | 1 | 4
OCCNc1ncnc2c1nnn2Cc1ccccc1 | -2 | 4 | 1 | -6 | 3 | 4 | 0.2 | -2 | 12
CCOc1ccc(N2CC(C(=O)NCC(=O)Nc3ccc(F)c(F)c3F)CC2=O)cc1 (stereo unspecified) | 0 | 2 | 0 | -21 | 12 | -2 | -0.5 | -8 | -2

Part of the list above, set out differently.
SMILES	CHRM5 agonist	CHRM5 antagonist	M4 ag	M1 PAM parental	CHRM4 PAM	CHO-K1 Ca antag	CHO-K1 Ca ag	CHRM4 antagonist	CHRM5 PAM
CCOC(=O)c1c(-c2ccccc2)csc1NC(=O)c1ccc(N2C(=O)CCC2=O)cc1	-2	1	0	-13	-3	25*	-0.2	2	-1
COc1ccc(CNc2nc3ccccc3n2CCN2CCOCC2)cc1	-6	2	1	12	0	0	0.6	5	-1
CC1CC1C(=O)OCC(=O)NC(=O)NCc1ccco1 (stereo unspecified)	-1	3	0	21	5	-21	0.3	-4	-4
COc1ccccc1N=Nc1c(C)[nH]n(-c2ccccc2)c1=O	-4	3	1	-12	1	6	0.3	-1	1
O=C(CSCc1ccc(Br)cc1)Nc1ccc(S(=O)(=O)N2CCOCC2)cc1	4	0	8	0	-1	3	3.6	-3	-9
COc1cc2c(cc1NC(=O)CSc1nccn1C)oc1ccccc12	-4	-7	1	17	-8	-6	0.9	3	8
CCCCn1c(SCC(=O)NC2CCS(=O)(=O)C2)nc2ccccc2c1=O (stereo unspecified)	-3	3	1	2	2	-8	1.0	5	-1
COc1ccccc1N1CCN(C2CCCC(C)C2)CC1 (stereo unspecified)	-4	0	1	20	4	-20	0.1	0	2
CCOc1ccccc1-n1c(SCC(=O)N2CCOCC2)nnc1-c1ccccn1	-4	4	3	2	0	4	0.7	-1	3
Cc1cc(C)cc(NC(=O)CSc2nc3ccccc3nc2N2CCCC2)c1	1	-6	1	16	12	-8	0.1	-12	2

The list continues.
SMILES | CHRM5 agonist | CHRM5 antagonist | M4 ag | M1 PAM parental | CHRM4 PAM | CHO-K1 Ca antag | CHO-K1 Ca ag | CHRM4 antagonist | CHRM5 PAM
CCc1ccc(-c2ccc(SCc3ccccn3)nn2)cc1 | -2 | 13 | 2 | 5 | 9 | -16 | 1.2 | -11 | -5
O=C(c1cc(-c2ccc(F)cc2)on1)N1CCCC1 | -1 | 1 | 2 | 19 | 3 | -24 | 0.0 | -11 | 3
COc1cccc(CNS(=O)(=O)c2cc3c(cc2Cl)NC(=O)CO3)c1 | 2 | -3 | 2 | 20 | 5 | -8 | 2.0 | -4 | 1
CCOc1ccc(NC(=O)C(=O)NCCN2CCN(C(=O)c3ccc(C)cc3)CC2)cc1 | 0 | -4 | 2 | -1 | 6 | -13 | -0.1 | -6 | 3
O=C(NCCS(=O)(=O)N1CCCCC1)c1ccccc1 | 0 | 3 | 1 | 17 | 6 | -8 | 2.0 | -6 | 1
COc1ccc(N2CC(C(=O)N(C)CC(=O)Nc3ccc(Cl)c(C(F)(F)F)c3)CC2=O)c(OC)c1 (stereo unspecified) | -1 | 9 | 3 | -7 | 3 | -8 | 0.1 | -12 | -6
CCOC(=O)C1CCCCN1C(=O)c1ccc2nc(Cc3ccc(OC)cc3)oc2c1 (stereo unspecified) | 6 | -4 | 10 | 15 | -4 | -9 | 6.4 | -18 | -4
Cc1ccc(OCC(=O)Nc2ccccc2C(=O)NC2CC2)cc1C | -3 | -3 | 2 | -20 | -3 | -2 | 0.8 | -5 | -3
CCCCN1C(=O)/C(=C/C=C2/C=Cc3ccccc3N2CC)SC1=S | 1 | -10 | 0 | 24 | 5 | -23 | 1.0 | 1 | 12
S=c1[nH]nc(CSCc2ccccc2Cl)n1-c1ccccc1 | 0 | 3 | 1 | 12 | -7 | -2 | 0.1 | 22 | -2
O=C(CSc1nnc(-c2ccncc2)n1Cc1ccco1)Nc1cccc(O)c1 | -1 | -3 | 1 | 18 | -3 | -10 | 0.1 | 2 | -10
O=C(CCc1ccccc1)N[C@@H]1c2ccccc2CC[C@@H]1OCc1ccccc1 | 0 | -8 | 0 | 11 | -1 | -8 | -0.3 | -3 | 1
CCOc1ccccc1/C=N/NC(=O)c1nnn(-c2nonc2N)c1CN1CCCCCC1 | 0 | -1 | 1 | 8 | 1 | -12 | -0.3 | -7 | -7
Cc1cc(C)cc(C(=O)NCCn2cc(SCC(=O)N3CCOCC3)c3ccccc32)c1 | 2 | 0 | 8 | 8 | 1 | 5 | 2.1 | -4 | -5
CC(=O)Nc1ccc(NC(=O)C2CC(=O)Nc3nc4ccccc4n32)cc1 (stereo unspecified) | -4 | 14 | 0 | -1 | -4 | -9 | 0.8 | -8 | -2
Cc1ccc(NS(=O)(=O)c2ccc(C(=O)NCC(c3ccco3)N(C)C)cc2)cc1 (stereo unspecified) | 12 | 11 | 26 | 11 | -6 | 8 | 26* | 3 | -12
COc1ccc(NC(=O)C2CCCN(C(=O)c3ccc(Cl)cc3)C2)cc1Cl (stereo unspecified) | 4 | 4 | 9 | 9 | 1 | -17 | 7.9 | -4 | -7
CCNC(=O)C[C@@H]1CC[C@@H]2NC[C@@H](O)COC[C@H]2O1 | 3 | -2 | 0 | . | 7 | . | . | 6 | 5
O=C(NCC1CCCO1)C1CC(c2ccc(Cl)c(Cl)c2)=NO1 (stereo unspecified) | 6 | 5 | 12 | 2 | -3 | 9 | 11 | -13 | -7
O=C(CCl)Nc1cc(S(=O)(=O)N2CCOCC2)ccc1N1CCOCC1 | -2 | 3 | 0 | 5 | 8 | 14 | -0.3 | 4 | 5
O=[N+]([O-])c1ccc(N2CCN(Cc3ccc(Br)o3)CC2)cc1 | -1 | 3 | 2 | 12 | -8 | -4 | 1.0 | 7 | -6
CCOC(=O)Cc1csc(SC(C)C(=O)NCC(=O)Nc2ccc(F)c(F)c2F)n1 (stereo unspecified) | 1 | 7 | 1 | -23 | 2 | 7 | 0.6 | -6 | 2
O=C(O)c1sccc1Oc1ccc(NS(=O)(=O)c2cccc(F)c2)cc1 | -6 | 0 | 0 | -6 | 4 | 4 | -0.3 | -10 | -2
O=C(CSc1nnc2scc(-c3ccccc3)n12)N1CCN(Cc2ccccc2)CC1 | 0 | -3 | 2 | 1 | -4 | -8 | 1.9 | 0 | 3
N#CC1=C(N)N(c2ccccc2)C(=O)C1 | 1 | 8 | 0 | -4 | 0 | 3 | 0.1 | 2 | 3
CN1C(=O)CN(CCN2CC(=O)N(C)C(=O)C2)CC1=O | 1 | -3 | 0 | 10 | 6 | -9 | 0.2 | -10 | 2
COc1cccc(OC)c1C(=O)Nc1cccc(-c2ccc(N3CCOCC3)nn2)c1 | 5 | -2 | 4 | -6 | 8 | 4 | 0.3 | -8 | -6
